Assay outcomes deposited in PubChem BioAssay by several laboratories.
ABHD4 inh = inhibitors of mouse ABHD4. Q8VD66. purified mABHD4, FP-Rh probe fluorescence polarization. inhibition, % at 8.92 µM. 370,000 tested, 0.54% active;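 active = inhibition exceeding the mean over every tested compound plus 3 SD, cut at about 30% in these data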;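 note: 0% = plate median of compound wells and 100% = S159A mutant with DMSO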
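Assay system: wild-type mouse ABHD4 protein; compound: single nominal dose of 8.92 µM, 0.89% DMSO final; schedule: 45 min + 60 min at 25 °C; measured by: FP readout, ex 525 nm / em 598 nm; evaluation: % inhibition of FP-Rh probe binding versus controls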
SIAE primary = human SIAE inhibition, primary screen; inhibition, % at 9.66 µM; SIAE FP-Rh probe binding, fluorescence polarization; Q9HAT2; 370,000 tested, 0.69% active;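 active = inhibition above a cutoff: mean of compounds within the control limits plus 3 SD of those, cut at about 17% in these data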;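 note: 0% = plate median of compound wells and 100% = probe without SIAE protein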
Target sequence (Q9HAT2 whole entry, looked up): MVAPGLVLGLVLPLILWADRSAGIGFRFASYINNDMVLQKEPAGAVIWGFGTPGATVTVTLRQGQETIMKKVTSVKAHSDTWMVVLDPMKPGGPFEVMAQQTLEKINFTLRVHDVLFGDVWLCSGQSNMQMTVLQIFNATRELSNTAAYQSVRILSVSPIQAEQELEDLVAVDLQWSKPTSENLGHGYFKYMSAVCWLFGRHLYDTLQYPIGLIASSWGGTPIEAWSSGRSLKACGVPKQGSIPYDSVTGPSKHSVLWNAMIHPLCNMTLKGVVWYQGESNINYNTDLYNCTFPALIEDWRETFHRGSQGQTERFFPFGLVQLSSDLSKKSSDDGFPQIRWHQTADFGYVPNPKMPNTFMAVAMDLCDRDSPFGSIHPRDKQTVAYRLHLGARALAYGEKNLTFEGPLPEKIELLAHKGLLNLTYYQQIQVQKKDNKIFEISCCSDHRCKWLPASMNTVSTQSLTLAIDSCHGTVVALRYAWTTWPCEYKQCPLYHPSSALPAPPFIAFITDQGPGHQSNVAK
PRMT1 inh = inhibitors of human PRMT1; recombinant PRMT1, activity-based probe fluorescence polarization; inhibition, % at 2.79 µM; 370,000 tested, 1.3% active; Q99873; AID 652257;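 active = inhibition above about 21% made by adding two undisclosed values, limit read from the data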
TCR CD3 inh = blocks the human TCR-CD3 interaction; inhibition, % at 9.4 µM; TAMRA-labeled TCR probe fluorescence, biochemical; 360,000 tested, 0.37% active; in the data active = inhibition above about 19%;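 note: recombinant mutant TCR 2C K166C tagged with TAMRA read by polarization; 0% = receptor in buffer alone and 100% = receptor with positive control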
NPR2 activator = GC-B (human) receptor activation | activation, % at 10 µM | 370,000 tested, 0.11% active | P20594 | HEK293-GC-B cells, CNP EC30, cGMP TR-FRET; 0% at EC30 CNP, 100% saturating CNP;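 active = activation at 10 µM reaching about 35% in either raw or pattern-adjusted values, limit read from the data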
TDP2 inh = blocks human TDP2 phosphodiesterase activity | recombinant TDP2, T5PNP hydrolysis, p-nitrophenol absorbance 415 nm | inhibition, % at 12.8 µM | 370,000 tested, 0.34% active;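 active = inhibition above the mean of all tested compounds plus 3 SD, set per campaign, cut at about 25% in these data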;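 note: 0% = DMSO with enzyme and 100% = buffer with substrate but no TDP2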
Target sequence (O95551 whole entry, looked up): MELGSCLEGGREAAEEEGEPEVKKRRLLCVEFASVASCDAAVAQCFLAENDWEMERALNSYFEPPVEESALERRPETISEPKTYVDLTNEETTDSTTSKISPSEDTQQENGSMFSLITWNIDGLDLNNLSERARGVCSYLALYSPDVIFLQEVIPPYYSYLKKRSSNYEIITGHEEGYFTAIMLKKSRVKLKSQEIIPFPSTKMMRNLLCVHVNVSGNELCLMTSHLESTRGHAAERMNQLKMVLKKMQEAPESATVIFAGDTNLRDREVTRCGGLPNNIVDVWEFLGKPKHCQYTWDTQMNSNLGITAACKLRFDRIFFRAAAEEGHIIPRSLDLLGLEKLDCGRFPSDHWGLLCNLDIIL
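System: recombinant human TDP2 / Amount: 120 nM TDP2 per well / Also added: 5 mM T5PNP chromogenic substrate / Doses: 12.8 µM single point, 1% DMSO / Incubation: 2 h at 37 °C / Detection: p-Nitrophenol epi absorbance / Evaluation: % inhibition relative to enzyme-containing and enzyme-free wells / Repeats: singlicate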
HTRA1 inh = HTRA1 (human) protease inhibition | recombinant HTRA1, FP-rhodamine activity-based probe, fluorescence polarization | Q92743 | 340,000 tested, 0.5% active | inhibition, % at 5.96 µM; in the data active = inhibition above about 36%;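 note: 0% = enzyme with DMSO and 100% = wells lacking enzyme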
LEDGF integ inh = blocks HIV-1 LEDGF/p75-dependent DNA integration | inhibition, % at 3.7 µM | TR-FRET IN-LEDGF/p75 DNA integration, Eu/Cy5 | 370,000 tested, 0.64% active | AID 743269;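 active = inhibition above the screen-wide mean plus 3 SD, cut at about 13% in these data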;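 note: signal is the Cy5 over europium emission ratio at 671 and 618 nm; 0% = plate median of compound wells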
MBD2 DNA inh = inhibitors of human MBD2 binding to methylated oligonucleotide; 370,000 tested, 0.31% active; Q9UBB5; inhibition, % at 4.4 µM; TR-FRET; in the data active = inhibition above about 13%
rCAG binder = binds r(CAG) RNA repeats; r(CAG) RNA repeat, TO-PRO-1 dye displacement fluorescence; inhibition, % at 3 µM; 370,000 tested, 1.3% active;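 active = inhibition above the plate cutoff, the mean of all test compounds on that plate plus 3 SD, cut at about 35% in these data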;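 note: 0% = DMSO alone and 100% = 100 µM mitoxantrone as full dye displacement; higher means more dye released from RNA so lower well fluorescence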
Starred values were filed as active, the others as inactive; x = no result given; & = joins results of further samples. These rows are one share of the data. The share of hits here may be higher or lower than overall.

The opening 2 records, ahead of the listing:
Second line of a record: ABHD4 inh	SIAE primary	PRMT1 inh	TCR CD3 inh	NPR2 activator	TDP2 inh	HTRA1 inh	LEDGF integ inh	MBD2 DNA inh	rCAG binder
1. CCCCCCSc1cccc(-c2nc3ccc(Cl)cn3c2NCc2ccccc2)c1
  1&5	1&3	1&0	-7&5	6&-3	7&2	-13	-2&0	1&1	2&8
2. O=C1CC[C@H](O)CCN1[C@H](CSc1ccc(Br)cc1)Cc1ccccc1
  0	3	-1	11	-7	4	-8	-3	5	-5

Main list (from the top)
Second line of a record: ABHD4 inh	SIAE primary	PRMT1 inh	TCR CD3 inh	NPR2 activator	TDP2 inh	HTRA1 inh	LEDGF integ inh	MBD2 DNA inh	rCAG binder
1. CCCCCCSc1cccc(-c2nc3ccc(Cl)cn3c2NCc2ccccc2)c1
  1&5	1&3	1&0	-7&5	6&-3	7&2	-13	-2&0	1&1	2&8
2. O=C1CC[C@H](O)CCN1[C@H](CSc1ccc(Br)cc1)Cc1ccccc1
  0	3	-1	11	-7	4	-8	-3	5	-5
3. COC(=O)c1[nH]c2ccccc2c1NC(=O)/C=C/c1ccc2c(c1)OCO2
  10	1	1	8	-3	-4	5	3	1	3
4. O=C(COC(=O)c1ccco1)c1ccc(F)cc1
  3	-3	-1	4	1	10	6	3	-2	2
5. CC(C)(C)n1nnnc1C1c2ccccc2C(=O)N1CCc1c[nH]c2ccccc12 (stereo not given)
  -5	4	-6	-9	-6	-9	x	0	-2	2
6. O=C(Cn1cc2c(n1)CCCC2)NCC1CCCO1 (stereo not given)
  -5	-6	2	2	2	5	3	-3	3	-1
7. COc1ccccc1CNCC(O)Cn1c2ccccc2c2ccccc21 (stereo not given)
  8	-1	5	-2	-13	-10	-9	-6	4	12
8. CC(C)(C)c1nnc2sc(SCC(=O)N3CCc4ccccc43)nn2c1=O
  4	-2	-2	4	5	-2	-2	1	0	3
9. Cc1cccc2[nH]c3c(=O)n(CCN4CCNCC4)cnc3c12
  12	11	1	-2	7	-3	-3	-2	-3	1
10. O=C(C[C@H]1C=C[C@@H](NS(=O)(=O)c2ccccc2)[C@@H](CO)O1)NCc1ccc(Cl)c(Cl)c1
  -1	-1	-4	-5	-5	-9	x	4	-5	6
11. COc1cccc(CNC(=O)CN2C(=O)NC(c3ccccc3)(c3ccccc3)C2=O)c1
  -11	-4	3	0	2	-1	-15	2	-1	-3
12. CCCCn1c(=O)[nH]c(=O)c2c1nc(-c1ccc(OCC)cc1)n2CC
  2	-2	4	-4	-3	3	0	0	1	-3
13. Cc1c(C(=O)OCC(=O)N(C)c2ccccc2)oc2ccccc12
  -2	-5	-1	-1	-3	-4	2	6	1	-6
14. CN(Cc1ccccc1)S(=O)(=O)c1ccc(N2CCCC2=O)cc1
  4	3	-1	17	0	-5	1	-4	2	3
15. Clc1ccc(NCc2cccnc2)cc1
  -1	-2	2	-1	-4	-1	-2	-3	2	0
16. O=C(NCc1ccccc1)c1noc2c1CCCCC2
  -2	3	0	3	-2	-1	-4	0	-1	-5
17. COc1ccccc1/C=C/C(=O)NCC(=O)N/N=C(/C)c1ccco1
  -1	9	3	-7	-1	-4	-1	1	6	5
18. Cc1cc2oc(=O)cc(CN3CCCC3)c2cc1C
  11	-1	-2	0	0	-1	x	1	-4	9
19. C=CCn1c(SCC(=O)Nc2ccc(-c3nc4ccc(C)cc4s3)cc2)nnc1-c1ccncc1
  -8	2	0	4	-2	-3	0	8	2	7
20. CCCn1c(SCC(=O)N2CCCCC2)nnc1-c1ccco1
  -4	-1	-2	-2	4	3	-4	-2	-1	-4
21. N#CCCN(C(=O)COC(=O)c1ccc(S(=O)(=O)N2CCOCC2)cc1)c1ccccc1
  -2	-3	-5	4	-5	6	1	0	-1	-1
22. COc1cc([N+](=O)[O-])ccc1-c1ccc(/C=N/NC(=O)c2ccccc2O)o1
  12	9	0	14	-15	-19	x	-1	-4	8
23. COc1ccc(NC(=O)c2c(-c3ccccc3Cl)noc2C)c(OC)c1
  4	-1	-1	-1	-7	5	-12	-1	1	-2
24. CCC1CCC2(CC1)NC(=O)N(CC(=O)Nc1ccc(OC)cc1)C2=O (stereo not given)
  0	2	0	-3	-2	-1	-1	-3	-2	-2
25. Cc1cccc2cc(CN(CC3CCCO3)C(=O)c3cccnc3)c3nnnn3c12 (stereo not given)
  -2	-1	0	2	11	-6	0	1	2	-3
26. COCCNc1c(-c2ccc(OC)c(OC)c2)nc2ccc(Cl)cn12
  4	8	0	7	2	-11	6	-5	-4	-3
27. COc1ccc(CNC(=S)Nc2ccc(OC)cc2)cc1
  1	-3	1	-13	5	4	-2	0	1	-2
28. Cc1cccc(S(=O)(=O)C(C#N)c2nc3ccccc3nc2N2CCOCC2)c1 (stereo not given)
  5	2	4	-3	4	1	0	-1	1	23
29. O=C(Nc1ccc(Br)cn1)C1CCCN1S(=O)(=O)c1ccccc1 (stereo not given)
  -3	-6	-1	0	-4	-4	1	2	1	-1
30. COCCNC(=O)c1cc(-c2ccc(Cl)c(Cl)c2)on1
  1	-6	5	-4	5	-2	9	2	-2	1
31. COc1cc(O)c(CC=C(C)C)c(O)c1C(=O)CCc1ccc(O)cc1
  -40	-22	1	-4	8	6	-37	-3	1	16
32. CCOC(=O)COc1cccc2c(=O)n(CC(=O)N3CCCCC3)ccc12
  -1	3	-1	7	6	23	5	2	5	-4
33. CCCCN(C(=O)CSc1nnc(-c2ccc(OC)cc2)n1C(C)C)c1c(N)n(Cc2ccccc2)c(=O)[nH]c1=O
  0	-5	-2	0	2	-2	-2	-1	-4	0
34. COc1ccc(NS(=O)(=O)c2ccc(N3CCOCC3)c(NC(=O)c3ccc(F)cc3)c2)cc1
  0	1	0	-2	-2	-8	-18	2	-3	5
35. CCOC(=O)N1CCN(C2=C(NS(=O)(=O)c3ccccc3)C(=O)c3ccccc3C2=O)CC1
  -7	5	13	-7	-2	64*	8	22*	-9	1
36. O=C(Nc1ccc(Cl)cc1)C1CCN(C(=O)c2ccco2)CC1
  2	-4	5	-6	1	-5	3	-2	4	-1
37. CC(=O)[C@@]12O[C@@H]1C[C@H]1[C@@H]3CC[C@H]4C[C@@H](O)CC[C@]4(C)[C@H]3CC[C@@]12C
  6	-5	0	3	1	6	0	-3	1	-3
38. Oc1ccccc1CNc1nc2ccccc2n1CCN1CCCCC1
  5	9	1	0	-21	10	0	1	1	4
39. Cc1cc(C)cc(C(=O)OCCCN(C)C2CN(Cc3cn(Cc4ccccc4Cl)nn3)S(=O)(=O)C2)c1 (stereo not given)
  -5	3	2	x	-5	9	x	-1	-1	5
40. CCC1=C2CC[C@H]3C(=O)N(C)C(=O)[C@H]3[C@H]2[C@@]2(Cc3ccccc3)C(=NCC(=O)OC)OC(=O)N2C1=O
  -2	0	0	1	1	-5	4	-1	1	-1
41. CCOc1cccc(/C=N\NC(=O)c2cnccn2)c1O
  4	9	-4	x	-3	-1	x	-5	0	2
42. CN(C)c1cc(-c2ccccc2)nc(N)n1
  1	4	1	-9	-4	-4	-4	-2	1	2
43. COC(=O)c1c(C)[nH]c(C)c1C(=O)c1ccccc1Cc1ccccc1
  -8	2	0	2	-6	-5	-6	2	-3	4
44. N#CC(c1ccc(Cl)cc1)c1nc2ccccc2nc1C(F)(F)F (stereo not given)
  -17	1	-3	6	-6	0	-27	3	4	-4
45. O=C(CCS(=O)(=O)c1cccc2nonc12)NC1CCCCCC1
  -4	-5	5	2	2	-6	2	-2	0	5
46. COC(=O)c1cccc(Cn2c(Cl)c(/C=N/Nc3ccccc3C)sc2=O)c1
  4	4	79*	4	2	1	-3	1	-5	13
47. Cc1cccc(NC(=O)c2nc[nH]c2C(=O)Nc2ccccc2F)c1
  -3	2	3	6	-5	5	-8	-1	3	4
48. COc1ccccc1C(=O)N1CCN(C(=O)c2ccncc2)CC1
  22	0	0	1	1	1	9	3	-2	-1
49. CC(C)(C)C1CCC(=NNS(=O)(=O)c2ccc(Br)cc2)CC1 (stereo not given)
  6	-1	4	5	-1	-4	-1	-1	6	4
50. CCOc1ccc(C(=O)OCC(=O)NCCNC(=O)COC(=O)c2ccc(OCC)cc2)cc1
  8	5	6	-8	2	5	2	-5	2	-5
51. COc1ccc(C(=O)NCCNc2nc3c(C)cccc3cc2C#N)cc1
  -7	-9	2	-11	-1	-2	-10	-9	0	-2
52. N/C(COc1ccc(Cl)cc1Cl)=N\NS(=O)(=O)c1ccccc1
  3	6	0	2	-6	6	0	-1	0	4
53. COC(=O)c1sccc1NC(=O)CSCCc1ccncc1
  3	4	3	-6	2	6	9	2	4	-3
54. CCC(CC)c1nnc(NC(=O)C2CSC3(C)CCC(=O)N23)s1 (stereo not given)
  2	5	7	-7	4	6	1	-2	-3	-3
55. O=C(C1=C[C@H](c2ccc3c(c2)OCO3)C[C@H](OCCCCO)O1)N1CCN(Cc2ccccc2)CC1
  -4	1	0	3	-3	10	-2	-3	-5	-5
56. O=C(c1cccc2ccccc12)N1CCN(c2ccc([N+](=O)[O-])c(NCc3ccco3)c2)CC1
  0	4	-4	2	-1	-7	-20	3	-8	2
57. COc1cccc(OC)c1C(=O)Nc1ccccc1C(=O)N1CCOCC1
  4	1	0	-1	2	-4	0	1	5	-2
58. NC(=O)Cc1ccc(C(=O)CSc2nnc(-c3ccncc3)n2C2CC2)s1
  22	-5	6	3	-5	10	4	5	0	14
